Bioassay records from PubChem.
PI4K2A block: qHTS for small molecular inhibitors of PI4K2A; AID 1346378, 2018; activity change, negative = inhibition, % at 76.9 µM; 420,000 tested, 0.13% active; purified PI4K2A, ADP-Glo luminescence, 1 h; stronger effect = lower value; Phosphatidylinositol 4-kinase type 2-alpha (Homo sapiens), Q9BTU6; in the data active = activity change below about -50%; inconclusive = mostly about -30% to -49%;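 note: -100% = wells without enzyme as full effect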
Target sequence (Q9BTU6 whole entry, looked up): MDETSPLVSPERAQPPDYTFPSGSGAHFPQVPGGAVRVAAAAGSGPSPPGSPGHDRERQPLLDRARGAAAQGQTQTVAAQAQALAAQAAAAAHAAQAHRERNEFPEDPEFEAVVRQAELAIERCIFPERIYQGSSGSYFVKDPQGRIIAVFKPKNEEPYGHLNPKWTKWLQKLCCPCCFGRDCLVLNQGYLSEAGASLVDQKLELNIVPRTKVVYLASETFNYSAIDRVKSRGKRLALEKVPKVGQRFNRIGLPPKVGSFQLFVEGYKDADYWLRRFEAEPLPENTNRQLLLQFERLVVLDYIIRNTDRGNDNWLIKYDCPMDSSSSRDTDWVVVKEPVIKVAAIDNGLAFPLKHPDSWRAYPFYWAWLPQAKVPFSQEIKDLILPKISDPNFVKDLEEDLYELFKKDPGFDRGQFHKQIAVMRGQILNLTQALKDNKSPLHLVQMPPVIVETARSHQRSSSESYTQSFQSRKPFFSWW
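Compounds are screened against recombinant PI4K2A using PI as substrate and ATP, the latter dispensed at 300 microM. Reactions run one hour at ambient temperature before ADP-Glo detection; full inhibition defined by wells lacking enzyme.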
TrxR1 substrate: qHTS Assay for Substrates of Mammalian Selenoprotein Thioredoxin Reductase 1 (TrxR1): qHTS; Thioredoxin reductase 1, cytoplasmic (Rattus norvegicus), O89049; purified TrxR1 substrate turnover, NADPH consumption readout; Potency, µM (doses to about 114 µM), for the others: at the highest dose activity change, negative = substrate turnover; 390,000 tested, 0.01% active; AID 588456, 2011; note: potency is the fitted concentration of half-maximal effect; % is set by controls: 0 for no effect and ±100 for the full control effect; nearly all actives have a fitted effect of over 50% in size
Target sequence (O89049 whole entry, looked up): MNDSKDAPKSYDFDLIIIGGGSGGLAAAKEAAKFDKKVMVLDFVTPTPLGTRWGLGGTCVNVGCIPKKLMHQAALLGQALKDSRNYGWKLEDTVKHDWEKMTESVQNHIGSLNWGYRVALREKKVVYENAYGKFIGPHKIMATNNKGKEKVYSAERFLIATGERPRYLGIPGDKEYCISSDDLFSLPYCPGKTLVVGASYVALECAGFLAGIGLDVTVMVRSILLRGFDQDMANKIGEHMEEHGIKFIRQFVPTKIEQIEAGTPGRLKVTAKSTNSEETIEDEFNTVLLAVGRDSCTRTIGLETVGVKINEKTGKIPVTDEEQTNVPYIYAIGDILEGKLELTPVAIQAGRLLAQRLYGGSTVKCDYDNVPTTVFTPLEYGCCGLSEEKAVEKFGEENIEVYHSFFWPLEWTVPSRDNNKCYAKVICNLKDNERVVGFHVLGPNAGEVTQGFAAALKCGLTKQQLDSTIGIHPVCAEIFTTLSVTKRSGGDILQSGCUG
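Rat TrxR1, dispensed at 90 nM, was prereduced with 400 uM NADPH (final) for 5 min at ~22 deg C, then incubated with compound 15 min before 400 uM selenite. A first-read NADPH fluorescence drop versus no-compound background flagged substrates.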
Vif-A3G inh: qHTS for Inhibitors of Vif-A3G Interactions: qHTS; 410,000 tested, 0.076% active; DNA dC->dU-editing enzyme APOBEC-3G (Homo sapiens), Q9HC16; HeLa A3G-eYFP + Vif (tagged APOBEC3G with the HIV-1 protein that degrades it), YFP fluorescence, overnight; Potency, µM (doses to about 46.1 µM), for inactives: at the highest dose activity, negative = active, usual class: inhibitors;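 note: potency is the fitted concentration of half-maximal effect; % is set by controls: 0 for no effect and ±100 for the full control effect; nearly all actives have a fitted effect of over 60% in size; hits raise eYFP signal because A3G escapes Vif-driven loss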
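Read-out is eYFP fluorescence (Ex 488/Em 500-530) from Vif-expressing HeLa A3G-eYFP cells; more signal means A3G escaped Vif-mediated degradation. Cells plated overnight, compound pinned in, incubated overnight at 37 deg C.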
Vif-A3F inh: qHTS for Inhibitors of Vif-A3F Interactions: qHTS. Potency, µM (titrated, usually from 46.1 µM), for inactives: at the highest dose activity, negative = active. HeLa A3F-eYFP + Vif (tagged APOBEC3F with the HIV-1 protein that degrades it), YFP fluorescence increase. 390,000 tested, 0.2% active. AID 602313, 2012; note: potency is the fitted concentration of half-maximal effect; % of control where 0% means no effect; nearly all actives have a fitted effect of over 65% in size
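HeLa cells stably expressing Vif plus C-terminally eYFP-tagged A3F were seeded, incubated overnight at 37 deg C, dosed with compound, incubated overnight again at 37 deg C. Yellow fluorescence (Ex 488/Em 500-530) reported blocked Vif-mediated A3F-eYFP degradation.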
mIDH1 inhibitor: qHTS for Inhibitors of mutant isocitrate dehydrogenase 1 (IDH1): qHTS; IDH1-R132H enzyme, NADPH consumption, diaphorase/resazurin fluorescence; Potency, µM (series often up to 76.6 µM), inactives show at the top dose activity change, negative = inhibition, usual class: inhibitors; AID 602179, 2012; Isocitrate dehydrogenase [NADP] cytoplasmic (Homo sapiens), O75874; 390,000 tested, 0.093% active; note: potency is the fitted concentration of half-maximal effect; % is set by controls: 0 for no effect and ±100 for the full control effect; nearly all actives have a fitted effect of over 65% in size
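IDH1-R132H (0.5 ug/mL) preincubated 30 min with compound, then NADPH (0.016 mM) and alpha-KG (2 mM) added; 80 min at RT, pH 7.5. Remaining NADPH coupled via diaphorase/resazurin to fluorescence (540/590 nm); concentration-response curves normalized to no-enzyme control.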
USP1-UAF1 inh: Inhibitors of USP1/UAF1: Primary Screen | recombinant USP1/UAF1, Ub-Rhodamine cleavage fluorescence | Potency, µM (titrated, usually from 57.1 µM), for the others: top-dose activity change, negative = inhibition, usual class: inhibitors | 390,000 tested, 0.23% active; note: potency is the fitted concentration of half-maximal effect; % is set by controls: 0 for no effect and ±100 for the full control effect; nearly all actives have a fitted effect of over 60% in size; inactives centre near -12
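High-throughput fluorogenic screen: 1nM USP1/UAF1 complex, Ub-Rho substrate 150nM final, 50mM HEPES pH 7.8 with 0.5mM EDTA, 0.1 mg/ml BSA, 1mM TCEP and 0.01% Tween-20.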
RXFP1 agonist: qHTS Assay for Agonists of the Relaxin Receptor RXFP1. Relaxin receptor 1 (Homo sapiens), Q9HBX9. HEK293T-RXFP1 cAMP TR-FRET, 30 min; response scale: percent of porcine relaxin response, buffer zero. Potency, µM (doses to about 57.5 µM), inactives show at the highest dose activation, most hits filed as activators. 370,000 tested, 0.3% active; note: potency is the fitted concentration of half-maximal effect; % is set by controls: 0 for no effect and ±100 for the full control effect; nearly all actives have a fitted effect of over 60% in size; many of its hits are not listed in these tables
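HEK293T cells stably expressing RXFP1 were pretreated with the PDE4 inhibitor Ro 20174, exposed to compounds for 30 min at 37C, lysed, and cAMP was read by TR-FRET. Data normalized to buffer (basal) and 29 nM porcine relaxin (100%).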
GRP78 ERSR act: qHTS for Inducers of the Endoplasmic Reticulum Stress Response (ERSR) in Human Glioma: qHTS | U87-MG GRP78 promoter luciferase reporter, 16 h | Potency, µM, for inactives: at the top dose activation, hits mostly activators | 420,000 tested, 0.02% active; note: potency is the fitted concentration of half-maximal effect; series mostly up to about 76 µM; % of control where 0% means no effect; nearly all actives have a fitted effect of over 35% in size
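Stably transfected U87-MG glioma cells carrying a GRP78-based luciferase sensor; 16 h compound incubation. Luminescence end-point read 10 min after Bright-Glo addition at room temperature.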
LDHA inh: qHTS assay for inhibitors of human lactate dehydrogenase | L-lactate dehydrogenase A chain (Homo sapiens), P00338 | purified LDHA, NADH/diaphorase-resazurin fluorescence; stronger effect = lower value | activity change, % (values are at about 110 or 230 µM) | 480,000 tested, 0.15% active | AID 1347041, 2019; in the data active = activity change below about -30%; inconclusive = mostly about -25% to -30%;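 note: plate controls were DMSO wells for no effect and wells without enzyme for full effect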
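LDH5 2 nM; NADH 0.06 mM, pyruvate 0.2 mM; 200 mM Tris pH 7.4, EDTA, Tween-20; 5 min RT. Detection: diaphorase 0.133 mg/mL + resazurin 37 µM, fluorescence ex540/em590 at 0 and 20 min; normalized to enzyme-free and DMSO wells.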
* hit, by the source's call; & = joins results of further samples; [ ] = dose if it differs, or a comment. Unless noted, calls come from the whole dose curve; as a rule, active = well fitted curve in the direction sought with a large enough effect; inconclusive = small, poorly fitted or top-dose-only effect, or another doubt; inactive = no such curve, though single readings can be large; an effect the other way counts as inactive or inconclusive. Some of the compounds tested; the hit share may differ from the screen's.

What do the screens show for `COC(=O)C1=C(c2ccccc2)C[C@@H]2CC[C@H]1N2C(=O)NCc1ccco1`?
PI4K2A block: 5; TrxR1 substrate: 5%[57.1 µM]; Vif-A3G inh: -1%; Vif-A3F inh: 0%; mIDH1 inhibitor: 18%; USP1-UAF1 inh: -14%; GRP78 ERSR act: -1%; LDHA inh: -2

How did Cc1cccc(OCC(=O)N2CCN(Cc3ccc4c(c3)OCO4)CC2)c1 do in these assays?
PI4K2A block: -3; TrxR1 substrate: -10%[57.1 µM]; Vif-A3G inh: 0%; Vif-A3F inh: 13%; mIDH1 inhibitor: 7%; USP1-UAF1 inh: -2%; RXFP1 agonist: 1.0%; GRP78 ERSR act: -1%; LDHA inh: -12

How did CC1=C(C)CC2(C(=O)NC(=O)NC2=O)C(C)C1 (configuration not stated) do in these assays?
PI4K2A block: 7; TrxR1 substrate: 4%[11.4 µM]; Vif-A3G inh: 0%; Vif-A3F inh: 1%; mIDH1 inhibitor: 12%; USP1-UAF1 inh: -12%; GRP78 ERSR act: -3%; LDHA inh: -2

What do the screens show for `CNC1(c2ccc(F)cc2)CCCCC1`?
PI4K2A block: 2; TrxR1 substrate: 12%[57.1 µM]; Vif-A3G inh: -6%; Vif-A3F inh: 10%; mIDH1 inhibitor: 4%; USP1-UAF1 inh: -7%; GRP78 ERSR act: -3%; LDHA inh: -8

What do the screens show for `O=c1[nH]c(=O)n(C2CCCCC2)c(O)c1C1NCCc2ccccc21` (configuration not stated)?
PI4K2A block: -16; TrxR1 substrate: 12%[57.1 µM]; Vif-A3G inh: -9%; Vif-A3F inh: 0%; mIDH1 inhibitor: 2%; USP1-UAF1 inh: -13%; RXFP1 agonist: -0.1%; GRP78 ERSR act: -1%; LDHA inh: -4

Results for O=c1c2ccccc2nc(-c2ccc(Cl)cc2Cl)n1-c1nccs1 ?
PI4K2A block: 3; TrxR1 substrate: -5%; Vif-A3G inh: inconclusive; Vif-A3F inh: 5%; mIDH1 inhibitor: 0%; USP1-UAF1 inh: -6%; RXFP1 agonist: 0.1%; GRP78 ERSR act: -1%; LDHA inh: 1

What do the screens show for `CCCN1CCO[C@@H]2c3cc(O)ccc3OC[C@H]21`?
PI4K2A block: -2&-5&-5; TrxR1 substrate: 12%[57.1 µM]; Vif-A3G inh: 4%; Vif-A3F inh: 0%; mIDH1 inhibitor: 9%; USP1-UAF1 inh: -29%; RXFP1 agonist: -0.6%; GRP78 ERSR act: -3%&-5%&1%&-2%&-2%; LDHA inh: 5

How did COc1ccc(P2(=O)Nc3ccccc3N2)cc1 do in these assays?
PI4K2A block: -9; TrxR1 substrate: 6%; Vif-A3G inh: 1%; Vif-A3F inh: -6%; mIDH1 inhibitor: -2%; USP1-UAF1 inh: inconclusive; RXFP1 agonist: -0.6%; GRP78 ERSR act: -4%; LDHA inh: 11

How did O=P1(Oc2ccccc2)OCCCS1 (configuration not stated) do in these assays?
PI4K2A block: 0; TrxR1 substrate: 3%; Vif-A3G inh: -3%; Vif-A3F inh: 0%; mIDH1 inhibitor: 0%; USP1-UAF1 inh: -22%; RXFP1 agonist: -1.7%; GRP78 ERSR act: 0%; LDHA inh: -2

How did Cc1c(C=O)c2ccccc2n1Cc1ccc([N+](=O)[O-])cc1 do in these assays?
PI4K2A block: 3; TrxR1 substrate: -16%; Vif-A3G inh: 0%; Vif-A3F inh: -10%; mIDH1 inhibitor: 6%; USP1-UAF1 inh: -5%; RXFP1 agonist: 3.8%; GRP78 ERSR act: -2%; LDHA inh: -3

How did COc1cccc(NC2=NCCCS2)c1 do in these assays?
PI4K2A block: -1; TrxR1 substrate: 10%[57.1 µM]; Vif-A3G inh: 3%; Vif-A3F inh: -19%; mIDH1 inhibitor: 11%; USP1-UAF1 inh: -8%; RXFP1 agonist: 0.7%; GRP78 ERSR act: -3%; LDHA inh: -12

Results for Cn1c(O)c(C=Nc2ccccc2-c2ccccc2)c(=O)n(C)c1=O ?
PI4K2A block: 7; TrxR1 substrate: -6%; Vif-A3G inh: 6%; Vif-A3F inh: 9%; mIDH1 inhibitor: -13%; USP1-UAF1 inh: -13%; RXFP1 agonist: -0.4%; GRP78 ERSR act: -3%; LDHA inh: -12

Results for CCC(c1nnnn1-c1ccc(OC)cc1)N1CCC(n2c(=O)[nH]c3ccccc32)CC1 (configuration not stated) ?
PI4K2A block: -4; Vif-A3G inh: -5%; GRP78 ERSR act: -4%; LDHA inh: -5

Results for O=C(COC(=O)Cc1ccccc1)NC(=O)NC1CCCCC1 ?
PI4K2A block: 4; TrxR1 substrate: -2%; Vif-A3G inh: -4%; Vif-A3F inh: 10%; mIDH1 inhibitor: 2%; USP1-UAF1 inh: -17%; RXFP1 agonist: 0.0%; GRP78 ERSR act: -5%; LDHA inh: -6

What do the screens show for `Cc1ccc(-n2c(C)cc(/C=C3/C(=O)NC(=O)N(Cc4ccco4)C3=O)c2C)cc1`?
PI4K2A block: -12; TrxR1 substrate: 12%[57.1 µM]; Vif-A3G inh: -2%; Vif-A3F inh: -29%; mIDH1 inhibitor: 5%; USP1-UAF1 inh: inconclusive; RXFP1 agonist: -0.9%; GRP78 ERSR act: 0%; LDHA inh: -5

What do the screens show for `C=CCn1c(O)c(C(CC)=Nc2ccc(N(C)C)cc2)c(=O)[nH]c1=O`?
PI4K2A block: -12; TrxR1 substrate: -4%[57.1 µM]; Vif-A3G inh: -1%; Vif-A3F inh: -12%; mIDH1 inhibitor: 10%; USP1-UAF1 inh: -15%; RXFP1 agonist: -3.1%; GRP78 ERSR act: 1%; LDHA inh: 30

Results for O=C(CN1CCCCC1)c1ccccc1Cl ?
PI4K2A block: 11; TrxR1 substrate: -12%; Vif-A3G inh: -2%; Vif-A3F inh: -2%; mIDH1 inhibitor: 8%; USP1-UAF1 inh: -2%; RXFP1 agonist: -1.2%; GRP78 ERSR act: -4%; LDHA inh: -2

What do the screens show for `CC1CN(O)C2CCc3nonc3C12O` (configuration not stated)?
PI4K2A block: 3; TrxR1 substrate: -1%; Vif-A3G inh: 1%; Vif-A3F inh: -6%; mIDH1 inhibitor: 13%; USP1-UAF1 inh: -12%; RXFP1 agonist: 1.3%; GRP78 ERSR act: -2%; LDHA inh: 0

Results for O=C(CCC(=O)N1C[C@H]2C[C@@H](C1)c1cccc(=O)n1C2)NCc1ccc(F)cc1 ?
PI4K2A block: -2; TrxR1 substrate: 9%; Vif-A3G inh: 0%; Vif-A3F inh: 0%; mIDH1 inhibitor: 2%; USP1-UAF1 inh: -14%; RXFP1 agonist: 0.9%; GRP78 ERSR act: -1%; LDHA inh: -4

How did CCN1CCC2(CCNC2)C1 (configuration not stated) do in these assays?
PI4K2A block: 1; TrxR1 substrate: 3%; Vif-A3G inh: -1%; Vif-A3F inh: 7%; mIDH1 inhibitor: -4%; USP1-UAF1 inh: -1%; RXFP1 agonist: 2.6%; GRP78 ERSR act: -1%; LDHA inh: -2

What do the screens show for `COC(=O)C1=C(c2cccc(Cl)c2)C[C@@H]2CC[C@H]1N2C(=O)N1CCCC1`?
PI4K2A block: 0; TrxR1 substrate: 6%[57.1 µM]; Vif-A3G inh: 1%; Vif-A3F inh: -4%; mIDH1 inhibitor: 1%; USP1-UAF1 inh: -18%; RXFP1 agonist: -0.1%; GRP78 ERSR act: -5%; LDHA inh: -10

Results for CCCCn1c(O)c(C(CC)=Nc2ccc(OCC)cc2)c(=O)[nH]c1=O ?
PI4K2A block: 1; TrxR1 substrate: -1%; Vif-A3G inh: 0%; Vif-A3F inh: 7%; mIDH1 inhibitor: 4%; USP1-UAF1 inh: -1%; RXFP1 agonist: -1.0%; GRP78 ERSR act: 0%; LDHA inh: 2

Results for Cc1ccc(-n2c(O)c(C=Nc3ccccc3N)c(=O)[nH]c2=O)cc1C ?
PI4K2A block: -19; TrxR1 substrate: 7%[57.1 µM]; Vif-A3G inh: -7%; Vif-A3F inh: 4%; mIDH1 inhibitor: 4%; USP1-UAF1 inh: -21%; RXFP1 agonist: -0.2%; GRP78 ERSR act: 5%; LDHA inh: 0

How did c1ccc(CCNC2CCCCCC2)cc1 do in these assays?
PI4K2A block: 3; TrxR1 substrate: 9%; Vif-A3G inh: 1%; Vif-A3F inh: -2%; mIDH1 inhibitor: 6%; USP1-UAF1 inh: -13%; RXFP1 agonist: 3.3%; GRP78 ERSR act: -7%; LDHA inh: -6

Results for O=P(C(Cl)Cl)(N1CCOCC1)N1CCOCC1 ?
PI4K2A block: 1; TrxR1 substrate: -2%[57.1 µM]; Vif-A3G inh: 0%; Vif-A3F inh: 1%; mIDH1 inhibitor: 0%; USP1-UAF1 inh: -8%; RXFP1 agonist: 0.3%; GRP78 ERSR act: 1%; LDHA inh: -7
